Bioassay records deposited in PubChem BioAssay by several laboratories.
DUSP3 inh: inhibitors of human VHR1 phosphatase (DUSP3); P51452; recombinant VHR phosphatase, pNPP absorbance; inhibition, % at 13.3 µM; hit rate 0.52% among 290,000; in the data active means inhibition above about 50%; further: some compounds called inactive have numbers as strong as hits
Target sequence (P51452 whole entry, looked up): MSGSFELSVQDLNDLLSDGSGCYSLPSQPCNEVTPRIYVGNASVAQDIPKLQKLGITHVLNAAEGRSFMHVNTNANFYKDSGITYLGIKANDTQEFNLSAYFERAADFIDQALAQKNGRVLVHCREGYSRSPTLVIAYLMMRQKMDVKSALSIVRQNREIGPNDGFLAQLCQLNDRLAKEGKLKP
BoNT-A LC inh2: blocks Botulinum neurotoxin A light chain protease; multiplex microsphere protease substrate cleavage, flow cytometry; inhibition, % at 10 µM; hit rate 0.17% among 360,000; AID 588499; further: plate controls were buffer without enzyme for full effect and enzyme alone for no effect
Anthrax LF prot: anthrax lethal factor protease inhibition. P15917. multiplex microsphere protease cleavage assay, LF. inhibition, % at 10 µM. hit rate 0.12% among 360,000; further: plate controls were buffer without enzyme for full effect and enzyme alone for no effect
Target sequence (P15917 whole entry, looked up): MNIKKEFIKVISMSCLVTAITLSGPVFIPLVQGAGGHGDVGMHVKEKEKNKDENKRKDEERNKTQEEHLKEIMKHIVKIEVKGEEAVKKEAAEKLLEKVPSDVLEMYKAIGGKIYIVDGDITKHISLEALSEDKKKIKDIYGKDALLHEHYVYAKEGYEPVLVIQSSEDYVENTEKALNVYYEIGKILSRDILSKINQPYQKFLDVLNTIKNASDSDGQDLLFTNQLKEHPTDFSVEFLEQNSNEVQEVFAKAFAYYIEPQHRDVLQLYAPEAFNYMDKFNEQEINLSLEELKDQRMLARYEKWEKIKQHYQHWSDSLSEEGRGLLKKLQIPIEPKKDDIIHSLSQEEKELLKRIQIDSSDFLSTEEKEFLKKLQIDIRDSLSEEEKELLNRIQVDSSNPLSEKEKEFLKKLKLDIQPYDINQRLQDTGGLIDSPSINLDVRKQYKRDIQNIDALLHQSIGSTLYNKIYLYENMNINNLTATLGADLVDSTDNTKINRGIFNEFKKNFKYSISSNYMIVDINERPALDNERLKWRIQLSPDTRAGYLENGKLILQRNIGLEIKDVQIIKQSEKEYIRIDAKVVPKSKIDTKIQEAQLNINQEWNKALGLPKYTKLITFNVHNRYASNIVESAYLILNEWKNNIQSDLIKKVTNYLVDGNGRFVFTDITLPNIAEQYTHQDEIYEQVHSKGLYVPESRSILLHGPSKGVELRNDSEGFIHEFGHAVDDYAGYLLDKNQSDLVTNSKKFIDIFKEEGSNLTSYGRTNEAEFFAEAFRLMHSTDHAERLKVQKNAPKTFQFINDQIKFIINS
BH1578 lux ind: induces V. cholerae light production without autoinducers; V. cholerae BH1578 lux reporter, luminescence, 6 h; activation, % at 18.7 µM; hit rate 0.16% among 350,000; in the data active means activation mostly above about 9.7%, no sharp cut-off; further: not every result past the cut was called active; inactives centre near 0; reference of the scale not given here
TcdB GH inh: TcdB glycohydrolase inhibition; hit rate 0.24% among 350,000; TcdB glycohydrolase enzymatic assay, plate reader; AID 652162; inhibition, % at 9.99 µM; P18177; in the data active means inhibition above about 10%
Yp Topo-I inh: Y. pestis Topo-I inhibition via cleavage products; AID 504884; activity, % at 10 µM; hit rate 0.064% among 360,000; Y. pestis Topo-I cleavage product accumulation, plate reader; in the data active means activity above about 50%, passing the limit was not always enough; further: inactives centre near 2
SSB-PriA inh: inhibitors of Klebsiella pneumoniae PriA binding to SSB C-terminal tail. inhibition, % at 33 µM. AID 1272365. hit rate 0.6% among 430,000. AlphaScreen SSBct-PriA binding, biotinylated peptide; in the data active means inhibition mostly above about 37%, no sharp cut-off; inactive means mostly below about 20%;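 further: plate controls were negative control peptide for no effect and reference peptide for full effect; strong numbers were not always called active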
3CLpro inhibitor: SARS-CoV 3CLpro protease inhibition | AID 1706 | inhibition, % at 6 µM | hit rate 0.14% among 290,000 | recombinant SARS-CoV 3CLpro, quenched FRET peptide cleavage | P0C6X7; in the data active means inhibition above about 12%
CCHF vOTU inh: CCHFV vOTU protease inhibition. hit rate 0.55% among 370,000. Pep-AMC fluorescence. inhibition, % at 11.5 µM; in the data active means inhibition above about 30%; further: 0% = vehicle wells with enzyme and 100% = no enzyme wells
PfHsp40 yeast: compounds rescuing yeast from Plasmodium falciparum HSP40 toxicity | S. cerevisiae expressing PfHsp40, growth rescue, ATP luminescence | growth rescue, % at 12.5 µM | hit rate 0.68% among 340,000 | AID 504582; in the data active means growth rescue above about 28%, passing the limit was not always enough;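 further: yeast W303a lacking pdr1 and pdr3 grown in galactose medium; growth measured after three days at 30 °C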
Numbers without * were called inactive; i = inactive; x = not tested or not shown. Unless noted, no stated cut-off is given here; in the data, active means inhibition above about 30%; inconclusive means no clear call, values can overlap the other calls; inactive means below that. Only part of the results is shown; count on the stated rates, not on these rows.

Sample of the layout, 2 compounds:
SMILES	DUSP3 inh	BoNT-A LC inh2	Anthrax LF prot	BH1578 lux ind	TcdB GH inh	Yp Topo-I inh	SSB-PriA inh	3CLpro inhibitor	CCHF vOTU inh	PfHsp40 yeast
CC(C)CCN1C(=O)c2ccccc2C1c1nnnn1Cc1ccccc1 (configuration not stated)	x	-0.2	-1	x	0.0	x	x	x	-1	x
COc1ccc(NC(C)=O)cc1NC(=O)c1ccc(C#N)cc1	8	1.0	-6	-0.2	0.1	-7	-16	4	6	-0.1

Results (from the top)
SMILES	DUSP3 inh	BoNT-A LC inh2	Anthrax LF prot	BH1578 lux ind	TcdB GH inh	Yp Topo-I inh	SSB-PriA inh	3CLpro inhibitor	CCHF vOTU inh	PfHsp40 yeast
CC(C)CCN1C(=O)c2ccccc2C1c1nnnn1Cc1ccccc1 (configuration not stated)	x	-0.2	-1	x	0.0	x	x	x	-1	x
COc1ccc(NC(C)=O)cc1NC(=O)c1ccc(C#N)cc1	8	1.0	-6	-0.2	0.1	-7	-16	4	6	-0.1
Cc1ccc(/C=N/NC(=O)Cn2nnc(N)n2)o1	4	x	x	-0.4	-0.2	2	i	10	-11	1.4
COc1ccccc1CCNC(=O)C(=O)NCC1OCCN1S(=O)(=O)c1cccs1 (configuration not stated)	1	0.1	-1	-1.0	-0.2	0	7	12	26	-0.4
COc1ccc(OC)c(-n2c(-c3cccc(O)c3)n[nH]c2=S)c1	13	0.1	-4	-11	x	8	2	-4	7	0.0
CCOP(=O)(OCC)c1nc(-c2cccc3ccccc23)oc1NCc1ccccc1	-4	-5.1	-5	-0.6	0.2	-2	-4	2	-20	2.5
COc1cccc(NC(=O)c2cccc(Cl)c2)c1	x	-0.5	-3	2.2	3.0	-1	-15	x	4	0.2
CCc1c(C)nc2cc(C)[nH]n2c1=O	11	-0.7	1	i	x	1	-20	0	0	0.7
Cc1ccc(S(=O)(=O)c2nc(S(C)(=O)=O)sc2N2CCCCCC2)cc1	-23	-1.2	5	-0.2	4.3	-7	5	1	10	-1.7
COc1ccc(OC)c(NC(=O)CN(C)CC(=O)Nc2ccccc2Br)c1	22	0.1	-4	-0.2	0.8	8	6	-2	-10	1.2
CCCCCCCCCC(=O)N[C@@H]1c2cc(OC)c(OC)cc2C[C@H]1OCc1ccccc1	x	-0.4	4	1.1	0.7	0	-15	x	18	-1.2
O=C(CN1C(=O)c2ccccc2C1=O)Nc1ccc(S(=O)(=O)N2CCOCC2)cc1	4	-0.1	-4	i	0.8	-14	11	2	-12	-2.7
CC(C)(C)c1ccc(C(=O)NCCC(=O)NCc2cccs2)cc1	-37	1.0	-1	0.5	-5.7	10	-15	8	-12	0.3
O=C(O)C/C=C(/NC(=O)OCc1ccccc1)C(=O)OCc1ccccc1	-5	0.0	-4	i	1.3	9	6	-1	5	-1.6
COCC(=O)Nc1nc(-c2ccc(C)cc2)c(C)s1	27	-0.2	-4	-0.2	x	-1	-5	4	8	1.5
COc1ccccc1-c1noc(CCC(=O)NC2CCCC2)n1	15	0.4	0	-0.5	-4.5	-4	-11	0	4	-1.5
O=C(Cc1c(F)cccc1Cl)NCC(=O)OCc1ccccc1	x	-1.5	-2	-1.4	1.3	-3	-6	x	2	-1.9
Cc1cc(C(=O)N2CCc3c([nH]c4ccccc34)C2c2c(F)cccc2Cl)no1 (configuration not stated)	9	-0.1	-9	-0.3	0.7	9	5	0	-8	2.8
CCC(C(=O)Nc1ccc2c(c1)OCCO2)c1ccccc1 (configuration not stated)	22	0.3	0	i	2.6	-5	-5	-1	-4	0.9
O=C(c1cn(-c2ccccc2)nc1-c1ccccc1)N1CCOCC1	-1	-0.1	-15	-0.3	x	-5	-19	2	0	0.6
Cc1noc(C)c1S(=O)(=O)N1CCCC(C(=O)NCCC2=CCCCC2)C1 (configuration not stated)	14	1.1	0	20*	x	1	-23	-2	8	-0.6
NC(=O)c1ccc2c(=O)c(O)c(-c3cc(Cl)c(N)c(Cl)c3)[nH]c2c1	9	10	8	i	13*	-9	-16	-5	-20	-1.8
CC1CCc2c(C(=O)NCc3ccco3)csc2C1 (configuration not stated)	-3	-0.5	0	i	2.9	6	-9	-1	-5	5.8
C[C@H](CO)NC(=O)[C@@H]1C[C@H]1[C@@H](NP(=O)(c1ccccc1)c1ccccc1)c1ccccc1	-7	-0.2	-1	i	0.8	-1	-10	-1	-2	-0.8
CC(C)OCCCNC(=O)c1ccc(CN2CCc3ccccc3C2)cc1	-12	-4.0	5	i	0.1	-1	-7	0	16	-0.7
O=C(C1CC(=O)N(c2ccc(Br)cc2)C1)N1CCCC1 (configuration not stated)	5	1.4	2	-0.4	-0.2	6	-10	0	-16	-0.7
Cc1ccc(CCC(=O)Nc2ccc([N+](=O)[O-])cc2)o1	1	x	x	-0.4	0.2	-2	-4	2	12	-0.7
CN(C)S(=O)(=O)c1ccc2c(c1)C(CC(=O)O)NC2=O (configuration not stated)	28	-0.2	-6	-0.4	x	4	-22	-5	-5	-2.4
NC(=O)c1ccc(N2CCN(c3ncc(C(F)(F)F)cc3Cl)CC2)cc1	0	0.7	-8	i	1.5	6	-12	6	12	-2.3
CCNC(=O)N(CC)C[C@H]1N[C@@](C)(C(=O)OC)[C@H]2C(=O)N(C)C(=O)[C@@H]12	x	-0.2	0	-1.5	-6.0	-1	-6	x	-3	0.1
O=C(COC(=O)CCC1CCCC1)Nc1ccccc1OC(F)F	5	0.2	-5	-1.3	-1.5	9	-24	-1	-1	1.7
Cc1cc(C)cc(-n2c(SCC(=O)NCc3ccco3)nc3ccccc3c2=O)c1	-8	0.4	6	i	x	-5	-3	1	10	-1.0
COc1ccc(-c2nnc(Sc3nc4ccccc4o3)c3ccccc23)cc1	-1	1.5	-1	-1.7	2.8	31	18	-1	-13	0.5
CN(C(=O)c1cccc(NC(=O)Cc2cccc([N+](=O)[O-])c2)c1)C1CCC1	x	-0.8	-2	i	0.7	10	10	x	4	1.0
COCCN1Cc2cccc(C(=O)Nc3c(C)cc(C)cc3C)c2C1=O	27	0.1	-1	i	x	29	-9	0	4	-1.6
Cc1nn(Cc2ccccc2Cl)c(C)c1C(=O)OCC(=O)NC1CCCC(C)C1C (configuration not stated)	8	0.0	-1	-0.2	x	14	-18	-2	8	-0.4
COC(=O)c1cc(C(=O)N2CCN(c3cccc(Cl)c3)CC2)cc([N+](=O)[O-])c1	26	-0.6	-6	-0.1	0.8	10	26	8	-10	3.3
COC(=O)Cc1[nH]c(=S)[nH]c1C(=O)OC	-14	0.7	-9	0.0	6.2	-10	-14	1	4	0.6
CC(=O)/C(C[N+]1(C)CCCCC1)=N\O	6	0.2	-2	-0.1	x	-8	x	-2	1	2.1
N#C/C(=C/c1ccc(Br)s1)C(=O)NCCc1c[nH]c2ccccc12	-10	0.4	-2	-0.4	-0.2	-17	19	1	14	-1.6
O=C(Nc1ccccc1)N(C1=NCCCCS1)c1ccccc1	4	-0.7	0	-0.4	x	-4	10	-2	2	0.6
COc1ccc(NC(=O)c2ccc3c(=O)n(-c4ccc(OC)cc4OC)c(=S)[nH]c3c2)cc1	18	0.1	-7	i	2.3	-9	6	14*	-4	-1.7
Cn1ccsc1=NC(=O)c1cc(S(=O)(=O)N2CCOCC2)ccc1F	x	1.5	-1	-0.7	-7.7	1	-16	x	-2	0.2
Fc1cccc(F)c1-n1c(CN2CCCCC2)csc1=S	21	0.5	0	2.0	1.2	0	-17	-2	-1	-0.4
CCN1CCCC1CNC(=O)C(=O)NC(C)c1ccccc1 (configuration not stated)	16	-0.6	-3	-3.3	-0.5	-8	-12	3	-11	0.6
C=CCN1C=C2C(=O)C(C)(OC(=O)C3CCCC3)C(=O)C=C2C=C1c1ccsc1 (configuration not stated)	19	4.5	-3	-0.6	-3.0	2	1	x	25	2.1
Nc1nnc(SCC(=O)OCC(=O)Nc2ccccc2)s1	31	-0.4	-2	-0.2	2.0	0	4	3	-8	0.0
O=C(COC(=O)/C=C/c1ccc(OC(F)F)cc1)Nc1ccc(N2CCOCC2)cc1	x	3.2	-5	7.1	2.1	-3	-4	x	1	0.3
COc1ccc2sc(C)nc2c1NC(C)=O	19	-0.2	-3	i	x	-1	1	-3	-2	0.3
CCOC(=O)c1ccc(NC(=S)NCCc2ccccc2F)cc1	5	-1.6	-2	4.3	x	1	-2	-1	10	9.4
C=C[C@H]1[C@H](O[C@@H]2O[C@H](CO)[C@@H](O)[C@H](O)[C@H]2O)OC=C2C(=O)OCC[C@]21O	x	0.0	5	i	0.8	2	-7	x	-8	-0.3
COc1ccc(N2CSC3=C(C#N)C(c4ccc(OC)c(OC)c4)CC(=O)N3C2)c(OC)c1 (configuration not stated)	-14	0.6	4	-0.1	-0.6	2	3	-9	6	-0.3
C=CCNC(=O)C1CC(c2cccc(OC)c2)=NO1 (configuration not stated)	14	-0.6	-2	i	x	-3	-30	-1	-6	-0.5
COc1cc(NC(=O)CSc2c3c(nc4ccccc24)CCC3)cc(OC)c1OC	49	0.1	-4	-0.4	0.8	16	-9	-2	4	-1.0
CC(=O)N1c2ccc(S(=O)(=O)NCCC(=O)Nc3ccc(C)c(F)c3)cc2CC1C (configuration not stated)	8	-3.5	0	i	0.4	1	3	-4	10	-0.1
COC(C[C@H](O)C[C@H](O)COCc1ccccc1)OC	30	0.2	1	i	0.8	1	-9	x	-10	0.3
COc1ccc(C(=O)CC2C(=O)N(C)C(=O)N(C)C2=O)cc1	1	1.0	-1	i	x	-3	-17	-2	2	1.6
O=C(c1cccnc1)N1CCC(c2nc3ccccc3[nH]2)CC1	22	x	x	x	3.7	x	x	1	-16	x
CSCCNC(=O)C1(C)CCN1C(=O)c1cc(C)n(C)n1 (configuration not stated)	x	-0.1	4	i	1.4	6	x	x	-6	x
Cn1c(=O)n(C)c2cc(S(=O)(=O)Nc3ccccc3O)ccc21	34	-0.5	-8	-14	2.3	-4	-5	2	8	-1.7
Further records:
SMILES	DUSP3 inh	BoNT-A LC inh2	Anthrax LF prot	BH1578 lux ind	TcdB GH inh	Yp Topo-I inh	SSB-PriA inh	3CLpro inhibitor	CCHF vOTU inh	PfHsp40 yeast
CSc1nc2c(c(=O)[nH]1)C(c1cccc(Br)c1)CC(=O)N2 (configuration not stated)	5	-0.7	0	-0.9	2.1	5	-5	0	-8	-1.8
COc1ccccc1NC(=O)C(C)NS(=O)(=O)c1ccccc1 (configuration not stated)	-12	0.5	-1	2.7	x	1	-14	3	3	-0.1
CCc1cccc(NC(=O)Nc2cccs2)c1	14	0.9	-5	i	x	-12	-11	1	12	-0.8
COc1ccc(NC(=O)C/C(C)=N/NC(=O)CCc2ccccc2)c(OC)c1	-9	0.6	2	1.0	0.0	4	x	7	1	-0.2
CC(Oc1ccc(Br)cc1)C(=O)O/N=C(\N)c1ccncc1 (configuration not stated)	37	-2.1	0	-0.1	-0.5	0	i	-6	5	11
COc1cc(C(=O)NCc2cccs2)ccc1OCc1c(C)noc1C	x	0.3	-3	-2.8	-0.4	-7	-6	x	6	-1.4
Cc1ccc(-c2n[nH]c(=O)c3ccccc23)cc1S(=O)(=O)N(C)CCO	15	-0.8	-2	-0.3	x	7	-10	0	-2	-0.3
CCOc1cc(/C=N/NC(=O)Cn2nc([N+](=O)[O-])cc2C)ccc1OCc1ccc(F)cc1	16	-0.7	0	-7.7	x	3	x	1	8	7.9

Given as comma-separated lines: 4 of the compounds above
smiles,DUSP3 inh,BoNT-A LC inh2,Anthrax LF prot,BH1578 lux ind,TcdB GH inh,Yp Topo-I inh,SSB-PriA inh,3CLpro inhibitor,CCHF vOTU inh,PfHsp40 yeast
COc1ccc(NC(=O)C/C(C)=N/NC(=O)CCc2ccccc2)c(OC)c1,-9,0.6,2,1.0,0.0,4,x,7,1,-0.2
CC(Oc1ccc(Br)cc1)C(=O)O/N=C(\N)c1ccncc1 (configuration not stated),37,-2.1,0,-0.1,-0.5,0,i,-6,5,11
CSc1nc2c(c(=O)[nH]1)C(c1cccc(Br)c1)CC(=O)N2 (configuration not stated),5,-0.7,0,-0.9,2.1,5,-5,0,-8,-1.8
COc1cc(C(=O)NCc2cccs2)ccc1OCc1c(C)noc1C,x,0.3,-3,-2.8,-0.4,-7,-6,x,6,-1.4
